OX1R antag-1: antagonists of human orexin 1 receptor; O43613; CHO/OX1R cells, Fluo-8 calcium fluorescence, orexin A; inhibition, % at 5 µM; actives 0.43% (n = 330,000); AID 434989;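 active means inhibition above its plate's threshold, mean inhibition of all tested compounds on the plate plus 3 SD, cut at about 37% in these data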;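 further: 0% = orexin A challenge wells and 100% = SB-334867-A antagonist wells; not every result past the cut was called active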
Target sequence (O43613 whole entry, looked up): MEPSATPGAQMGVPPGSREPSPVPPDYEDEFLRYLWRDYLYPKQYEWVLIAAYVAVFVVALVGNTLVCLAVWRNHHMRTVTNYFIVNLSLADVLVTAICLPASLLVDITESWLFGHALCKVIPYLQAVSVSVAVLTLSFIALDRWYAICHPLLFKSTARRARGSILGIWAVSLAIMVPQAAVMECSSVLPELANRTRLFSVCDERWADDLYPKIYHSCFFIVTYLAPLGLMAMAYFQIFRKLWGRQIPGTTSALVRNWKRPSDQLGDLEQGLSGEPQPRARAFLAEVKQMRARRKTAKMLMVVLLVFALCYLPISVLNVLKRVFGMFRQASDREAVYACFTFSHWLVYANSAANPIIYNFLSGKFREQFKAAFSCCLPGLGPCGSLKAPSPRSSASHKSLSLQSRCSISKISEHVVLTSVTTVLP
OX1R antag-2: blocks the human orexin 1 receptor; inhibition, % at 6.6 µM; AID 485270; O43613; actives 1.8% (n = 330,000); OX1R-expressing cells, FRET antagonist read-out; in the data active means inhibition mostly above about 38%, no sharp cut-off; inactive means mostly below about 40%;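 further: 0% = agonist challenge alone and 100% = reference antagonist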
An asterisk follows results filed as active. Rows are unselected. Share with any hit: about 2%.

SMILES | OX1R antag-1 | OX1R antag-2
O=C(Nc1ccc(S(=O)(=O)NCCc2ccccc2)cc1)c1ccncc1 | 10.7 | 15.3
COc1ccc(C2(C(=O)Nc3ccc(C)cc3)CCOCC2)cc1 | 0.1 | 1.3
Cc1onc(-c2ccccc2)c1C(=O)n1cccn1 | -20.4 | -12.7
CCN(C(=O)c1cc2c(=O)n3cccc(C)c3nc2s1)C1CCCCC1 | -26.9 | 20.0
Cc1nn(-c2cc(N3CCOCC3)ccc2[N+](=O)[O-])c(=O)c2ccccc12 | -32.4 | 16.9
CC(=O)NC(=S)Nc1cc(C(=O)O)ccc1Cl | 3.8 | -7.3
CN(C)Cc1cc(CN(C)C)c(O)c(CCc2ccccc2)n1 | -22.2 | 1.7
COc1cc(Nc2cc(C)nc3ncnn23)cc(OC)c1OC | -8.5 | 13.0
Cc1nn(Cc2ccc(Cl)cc2)c2sc(C(=O)OCC(N)=O)cc12 | -22.2 | 35.3
COc1ccc(NS(=O)(=O)c2cc(NC(=O)c3ccccn3)ccc2OC)cc1Br | -15.4 | 3.6
O=C1C=C(c2ccc(Br)c3ccccc23)C[C@@H](c2ccc3c(c2)OCO3)C1 | -5.5 | 1.2
COc1ccc(C2=NN(C(=O)CCCC(=O)O)C(c3cn(-c4ccccc4)nc3-c3ccccc3)C2)cc1 (configuration not stated) | 15.1 | 4.9
FC(F)(F)c1cccc(NC(=S)NCc2ccccc2)c1 | 18.6 | 50.4
CCOc1ccc(S(=O)(=O)n2c([N+](=O)[O-])cnc2C)c(C)c1C | -5.2 | 10.1
CC12C=CC3(CN(Cc4ccccc4)C(=O)C3C1C(=O)NCc1ccco1)O2 (configuration not stated) | -14.2 | 22.0
COc1ccc2c(c1OC)C(=O)N(c1cccc(C)c1)C2=O | -10.9 | 40.9
CCOC(=O)[C@H]1[C@H]2COc3ccc(Br)cc3[C@@H]2N2C(=O)c3cc(F)c(F)cc3NC(=O)[C@@]12C | -22.3 | 30.3
Cc1cn(C(=O)c2cccc(Br)c2)c(C)n1 | -6.1 | 9.3
Cc1cccn2c(=O)c3cc(C(N)=S)c(=N)n(CCCOC(C)C)c3nc12 | -27.4 | 33.6
COc1ccc(-c2nc(N)nc(N)n2)c(O)c1 | -7.0 | -3.9
CCC(=O)N1CCn2c1nc1ccccc12 | 4.9 | 2.7
COCC(=O)Nc1ccc2c(c1)OCO2 | -2.2 | -3.4
Cc1cccc(NC(=O)C2CCCN(S(=O)(=O)c3cccs3)C2)c1C (configuration not stated) | -13.3 | 14.7
CCOC(=O)c1[nH]c(C)c(C(=O)OCC(=O)NCc2ccc(OC)cc2)c1C | -17.7 | 2.8
Cc1cc(C)c2c(C(C)(C)C)nn(-c3ccccc3)c2n1 | -16.9 | 4.0
CCc1ccc(Nc2nnc(SCn3nnc4ccccc4c3=O)s2)cc1 | -12.5 | 30.1
CCCCC1(C)OC(=O)C(=Cc2ccc(N(C)C)cc2)C(=O)O1 (configuration not stated) | -8.7 | 18.1
O=C(CSCc1ccc(Br)cc1)NCCc1ccccc1 | -25.0 | 15.7
Cc1c(C(=O)OCC(C)C)[nH]c2c1C(=O)CC(c1cccs1)C2 (configuration not stated) | -19.1 | 22.4
Nc1nnn(-c2ccccc2)c1-c1ccccc1 | -20.0 | 3.8
COc1cc(/C=N/Nc2nc3ccccc3s2)ccc1O | -35.3 | 27.7
Cc1ccc(N(CC(=O)NC(C)(C)C)C(=O)CNC(=O)c2cccs2)cc1C | -26.7 | 16.9
COc1ccccc1-c1oc2ccccc2c1C#CCO | -9.2 | 11.0
Cc1cccc(NS(=O)(=O)c2c(C)nc3scc(C)n3c2=O)c1 | -18.8 | 2.5
COC(=O)[C@@H]1[C@@H](C#N)C2(c3ccccc3-c3ccccc32)N(c2ccc(Cl)cc2)N1C#N | -7.4 | 11.8
CCn1c2ccccc2c2cc(NC(=O)C(C)C)ccc21 | -24.8 | 3.2
CCn1c(C)nc2cc(C(=O)NNC(=S)Nc3ccccc3OC)ccc21 | -8.7 | 15.6
COc1ccc(CN(C)C(=O)c2ccc(NC(=O)CC3SC(N4CCCC4)=NC3=O)cc2)c(OC)c1OC (configuration not stated) | -16.4 | 2.8
CN(C(=O)c1ccc(NC(=O)Cc2ccc(NC(=O)C3CCCN(C(=O)C4CCCCC4)C3)cc2)cc1)C1CC1 (configuration not stated) | 0.7 | 5.3
CCc1nn(CC(=O)N2CCN(c3ccc(OC)cc3)CC2)c(=O)c2cc3occc3n12 | -27.1 | 0.0
C=C(C)Cn1c(SCCN2CCOCC2)nc2c1c(=O)[nH]c(=O)n2C | -8.5 | -2.1
C=CCOc1c(Br)cc(CNc2ccc3[nH]c(=O)[nH]c3c2)cc1OCC | -3.8 | 17.7
O=C(NCCC(=O)N1CCN(c2ccccc2O)CC1)c1ccc(Cl)cc1 | -20.5 | 9.5
COc1ccc(-c2csc(N3CCOCC3)n2)cc1OC | -8.7 | 16.1
CNC(=O)CSc1nnc(C2CC2)n1-c1ccccc1 | -2.4 | 9.3
COc1ccc(OCc2cc(C(=O)N3CCCC(OC)C3)no2)c2ccccc12 (configuration not stated) | -12.7 | 42.3
COc1ccc(Cn2c(-c3ccco3)nc3oc4ccccc4c(=O)c3c2=O)cc1 | -27.7 | 6.4
CC(=O)Nc1nc(CCC(C)C)cc2c1c(=O)oc1ccccc12 | -23.8 | 7.1
CC(=O)Nc1ccc(NC(=O)C(F)(F)F)cc1 | 8.9 | -2.1
O=C1C=CN(Cc2ccccc2)CC1 | -12.3 | 27.6
O=C(Nc1ccccc1F)Nc1ccccc1N1CCCCC1 | -46.2 | 17.2
COc1ccccc1/C=N/NC(=O)CCSc1ccccc1 | -10.3 | 12.6
O=C(Nc1ccc2c(c1)OCO2)C1CC1 | -14.8 | 8.0
O=C(NCc1nnc(SCC(=O)N2CCCC2)o1)c1ccccc1 | -5.2 | 27.7
CC(=O)CC(C)=NCCN=C(C)CC(C)=O | -8.7 | 10.8
CCOC(=O)N1CCN(C(=O)COc2cccc3c2CCN(Cc2cccc(C)c2)C3=O)CC1 | -28.4 | 16.1

More compounds:
Each structure is followed by: OX1R antag-1 | OX1R antag-2
- Cc1cc2c(c(=O)o1)C1(C(=O)N(CC(=O)O)c3ccccc31)C(C#N)=C(N)O2 (configuration not stated)
→ -10.2 | 7.0
- Cc1ccsc1C(=O)Nc1cc(C(C)(C)C)nn1-c1ccccc1
→ -31.9 | 4.2
- O=C(CCC(=O)Nc1ccccc1)N/N=C/c1ccncc1
→ -11.7 | 28.9
- COc1ccc(/C(N)=N/OC(=O)Cc2ccccc2)cc1
→ -17.4 | 28.2
- CCN(CC)S(=O)(=O)c1ccc(C)c(NC(=S)NNC(=O)C2CC2)c1
→ -3.6 | 14.5
- FC(F)(F)c1ccccc1C1=CC(c2ccccc2)n2ncnc2N1 (configuration not stated)
→ -32.9 | 17.0
- COCCN=C1NN=C(c2cc(C)n(CC3CCCO3)c2C)CS1 (configuration not stated)
→ -29.6 | 8.2
- CSc1ccccc1NC(=O)CN(C)C(=O)Cc1c(F)cccc1Cl
→ -4.0 | 0.5
- O=C(NC1CCc2ccccc21)c1cc(COc2c(F)cccc2F)on1 (configuration not stated)
→ -5.5 | 18.0
- COC(=O)c1ccccc1OCC(=O)N1CCN(c2ccc(OC)cc2)CC1
→ -22.2 | 11.4
- Cc1ccc(C)c(C(=O)C(C)OC(=O)CN2C(=O)NC3(CC(C)CC(C)(C)C3)C2=O)c1 (configuration not stated)
→ -46.4 | -18.9
- COc1cccc(C(=O)OCC(=O)Nc2ccc(N3CCOCC3)cc2)c1
→ -8.7 | 4.0
- N#Cc1ccc(OCC(=O)Nc2ccccc2NS(=O)(=O)c2cccs2)cc1
→ -16.6 | 32.8
- O=C(CN(C(=O)CNC(=O)c1cccs1)c1cccc(F)c1)NC1CCCCC1
→ -16.2 | 9.9
- C#CCNCCS(=O)(=O)N(Cc1ccc(Br)cc1)[C@@H](C)C(=O)O
→ -1.6 | 2.9
- CCn1c(SCC(=O)c2[nH]c(C)c(C(C)=O)c2C)nnc1-c1ccccc1
→ -12.2 | 14.5
- Cn1c(=O)c2cc(S(=O)(=O)NCCC(=O)Nc3ccc(F)cc3F)ccc2n(C)c1=O
→ -20.0 | 32.3
- O=C(c1cc([N+](=O)[O-])cc([N+](=O)[O-])c1)N1CCN(C(=O)c2ccco2)CC1
→ -7.4 | 40.8
- Cc1cc[n+](-c2nc3ccccc3nc2C(=C=[N-])C#N)cc1
→ 0.1 | 121.0*
- CC(=O)Nc1ccc(CN2CCc3c([nH]c4ccccc34)C2C(C)(C)C)cc1 (configuration not stated)
→ -29.5 | 8.0

Some of the entries so far, with each value named:
CC(=O)Nc1ccc(CN2CCc3c([nH]c4ccccc34)C2C(C)(C)C)cc1 (configuration not stated)
  OX1R antag-1 = -29.5
  OX1R antag-2 = 8.0

COc1cccc(C(=O)OCC(=O)Nc2ccc(N3CCOCC3)cc2)c1
  OX1R antag-1 = -8.7
  OX1R antag-2 = 4.0

Cc1cc2c(c(=O)o1)C1(C(=O)N(CC(=O)O)c3ccccc31)C(C#N)=C(N)O2 (configuration not stated)
  OX1R antag-1 = -10.2
  OX1R antag-2 = 7.0

O=C(NC1CCc2ccccc21)c1cc(COc2c(F)cccc2F)on1 (configuration not stated)
  OX1R antag-1 = -5.5
  OX1R antag-2 = 18.0

Additional records:
Each structure is followed by: OX1R antag-1 | OX1R antag-2
- N#Cc1ccc(C(=O)Nc2cccc(S(=O)(=O)NC3=NCCC3)c2)cc1
→ -6.8 | 5.0
- CCCS(=O)(=O)N1CCN(C(=O)COc2ccc(-c3ccccc3)cc2)CC1
→ 3.5 | 11.3
- COc1ccc(C(=O)Nc2ccc(C3CC3(Cl)Cl)cc2)cc1 (configuration not stated)
→ 10.2 | 39.4
- CCCOC(=O)c1ccc(NC(=O)c2cc(OC)c(OC)c(OC)c2Br)cc1
→ -9.0 | 9.2
- CC(C)(C)c1ccc(OCC(=O)Nc2ccncc2)c(Br)c1
→ -19.4 | 35.3
- O=C(NCC(=O)N1CCN(c2ccccc2)CC1)c1ccc(Br)o1
→ -21.8 | 6.3
- CCC1Oc2ccccc2N(CC(=O)NCCCN2CCN(c3ccc(OC)cc3)CC2)C1=O (configuration not stated)
→ -10.5 | 2.8
- CCSc1nnc(NC(=O)CSc2nc3c(cc2C#N)CCCC3)s1
→ -23.6 | 24.9
- COc1ccc(-c2nn3c(C4CCCCC4)nnc3s2)cc1OC
→ -31.2 | 25.5
- O=C(OCC(=O)c1cccc2ccccc12)c1ccc(CO)cc1
→ 1.6 | 18.4
- OCC1(Cc2ccc(F)cc2)CCCN(Cc2ccc(F)cc2Cl)C1 (configuration not stated)
→ -34.0 | 7.9
- CN(Cc1ccccc1)C1CCNCC1
→ -8.6 | 10.7
- Cn1c(=O)c2c(nc(Br)n2CCSc2nc3ccccc3o2)n(C)c1=O
→ -20.7 | 17.2
- COc1ccc(NC(C)(C)c2nnnn2-c2c(C)cccc2C)cc1
→ 6.3 | 28.0
- O=C(CCc1nnc2ccc(NCCCN3CCCC3=O)nn12)NCc1ccccc1Cl
→ -0.9 | 16.7
- CCOCCCNC(=S)N1CCC(C(=O)c2ccc3c(c2)OCCO3)CC1
→ -15.3 | 6.7
- CC(=O)Nc1ccc(NC(=O)CN(c2ccc(C34CC5CC(CC(C5)C3)C4)cc2)S(C)(=O)=O)cc1
→ -10.8 | 8.9
- CCn1nnnc1NCc1cccc(Cl)c1
→ -15.0 | 13.2
- O=C(CCn1c2c(c3ccccc31)CCCC2)NNC(=O)c1ccc(Cl)c([N+](=O)[O-])c1
→ 10.0 | 44.9
- OC1NC(=S)N(c2ccccc2)C1O (configuration not stated)
→ 0.7 | 17.9
- COc1ccc(N2CCN(C(=O)c3cccc(S(=O)(=O)N4CCc5ccccc54)c3)CC2)cc1
→ -13.9 | 2.6
- COc1cccc(C(=O)Nc2nc3ccccc3s2)c1
→ 4.1 | 23.1
- Cc1cc(N/N=C/c2ccc3c(c2)OCO3)nc2ccccc12
→ -31.5 | 12.5
- CCN(CC)CCNC(=O)CNC(=O)c1nn(-c2ccc(OC)cc2OC)c(=O)c2ccccc12
→ 8.2 | 2.5
- COc1ccccc1CNC(=O)c1ccc(CS(=O)(=O)c2ccccc2C)o1
→ -11.4 | 30.8
- COc1cc(-c2noc(CCCC(=O)NC3CCCCC3)n2)cc(OC)c1OC
→ -36.7 | 19.8
- O=C(c1csc(Nc2cccc3ccccc23)n1)N1CCCC1
→ -26.4 | 1.1
- O=C(CC1C(=O)NCCN1C(=O)Nc1ccccc1)Nc1cccc(C(F)(F)F)c1 (configuration not stated)
→ -17.3 | -2.3
- Cc1ccc(-n2ncc3c2CCCC3NC(=O)CCCN2CCCC2=O)cc1C (configuration not stated)
→ -10.5 | 5.4
- CCc1ccc(-c2nc(CN3CCCC(C(=O)O)C3)c(C)o2)cc1 (configuration not stated)
→ -5.0 | 7.0
- Cc1noc(C)c1CSc1nnc2n(-c3ccccc3)c(=O)c3ccccc3n12
→ -29.0 | 6.5
- CCCCn1nnnc1SCC(=O)N1CCN(C(=O)c2ccco2)CC1
→ -5.8 | 11.0
- CC(=O)CC1(O)C(=O)N(CN2CCN(c3ccccc3)CC2)c2ccccc21 (configuration not stated)
→ 5.0 | 6.8
- O=C(CN1C(=O)NC2(CCCCCC2)C1=O)N1CCN(S(=O)(=O)c2ccc(Cl)cc2)CC1
→ 17.0 | 13.3
- CNc1ccc(Br)cc(C(=O)/C=C/c2ccc3c(c2)OCO3)c1=O
→ 0.2 | 29.3
- CCOC(=O)CC1C(=O)NCCN1S(=O)(=O)c1ccccc1Cl (configuration not stated)
→ 3.2 | 3.3
- Cc1cc(C)c(C(=O)/C=C/C=C/c2ccccc2)c(=O)[nH]1
→ -4.4 | 18.1

High-throughput results (PubChem BioAssay)
